Screening results: PubChem, The Scripps Research Institute Molecular Screening Center
TEAD-YAP inh: TEAD-YAP interaction inhibition. HEK-TIYL cells, TEAD-Gal4/YAP UAS-luciferase luminescence. inhibition, % at 9.12 µM. actives 1.4% (n = 640,000). AID 1259422; in the data active means inhibition above about 32%;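 further: 0% = median of test compound wells and 100% = reference inhibitor wells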
GPR151 ag: activators of human GPR151; Q8TDV0; PathHunter beta-arrestin GPR151 cells, luminescence; activation, % at 11.2 µM; actives 1% (n = 650,000); AID 1508602; in the data active means activation above about 4.9%;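 further: 0% = median of compound wells and 100% = cells with positive control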
Target sequence (Q8TDV0 whole entry, looked up): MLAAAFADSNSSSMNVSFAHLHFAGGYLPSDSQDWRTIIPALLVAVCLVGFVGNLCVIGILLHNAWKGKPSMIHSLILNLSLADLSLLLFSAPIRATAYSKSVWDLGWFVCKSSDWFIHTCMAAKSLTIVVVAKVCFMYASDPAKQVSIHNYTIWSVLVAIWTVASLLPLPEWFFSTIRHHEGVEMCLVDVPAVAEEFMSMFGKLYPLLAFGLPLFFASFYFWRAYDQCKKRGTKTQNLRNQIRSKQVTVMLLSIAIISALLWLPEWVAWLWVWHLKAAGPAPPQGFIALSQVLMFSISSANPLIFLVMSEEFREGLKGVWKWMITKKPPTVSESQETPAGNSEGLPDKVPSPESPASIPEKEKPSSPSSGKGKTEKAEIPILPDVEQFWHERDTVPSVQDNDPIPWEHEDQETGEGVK
MITF inh: inhibitors of human MITF. O75030. AlphaScreen MITF homodimerization, bead proximity signal. actives 0.91% (n = 650,000). inhibition, % at 2.6 µM; in the data active means inhibition above about 50%;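 further: 0% = vehicle wells with protein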
Target sequence (O75030 whole entry, looked up): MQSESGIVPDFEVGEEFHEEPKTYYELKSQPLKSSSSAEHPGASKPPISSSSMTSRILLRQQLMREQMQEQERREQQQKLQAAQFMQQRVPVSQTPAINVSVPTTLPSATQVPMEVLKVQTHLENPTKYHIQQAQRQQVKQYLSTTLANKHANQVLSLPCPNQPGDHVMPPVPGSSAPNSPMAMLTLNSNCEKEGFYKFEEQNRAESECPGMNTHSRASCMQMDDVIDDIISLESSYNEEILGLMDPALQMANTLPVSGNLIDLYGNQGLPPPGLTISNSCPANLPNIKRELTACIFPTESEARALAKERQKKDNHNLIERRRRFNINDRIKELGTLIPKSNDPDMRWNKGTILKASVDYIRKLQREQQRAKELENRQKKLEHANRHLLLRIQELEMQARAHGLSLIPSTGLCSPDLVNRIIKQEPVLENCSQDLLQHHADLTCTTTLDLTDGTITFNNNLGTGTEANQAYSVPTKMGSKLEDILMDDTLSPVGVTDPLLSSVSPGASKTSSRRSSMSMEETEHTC
FBW7 act: human FBW7 E3 ligase activation, primary screen; Q969H0; AlphaScreen FBW7–phospho-cyclin E peptide binding, activator screen; normalized activity (activation), % at 26.1 µM; actives 0.13% (n = 650,000); in the data active means normalized activity above about 1.9%;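 further: purified mutant Fbw7 with reduced substrate affinity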
Starred values were filed as active, the others as inactive; / = not tested or not shown.

SMILES	TEAD-YAP inh	GPR151 ag	MITF inh	FBW7 act
CCc1ccccc1NC(=O)c1ccc(N2CCCCCC2)c([N+](=O)[O-])c1	1	-1.8	-9	0.0
COCCCN(CCC#N)S(=O)(=O)c1ccc([N+](=O)[O-])cc1	2	0.0	0	0.3
O=S(=O)(NCCc1csc(-c2ccccc2)n1)c1ccc2c(c1)OCCO2	7	2.8	10	0.1
CCN(CC)CCN1C(=O)CCCc2sc3c(c21)CCCC3	-15	1.4	-10	0.0
CC(=O)c1cccc(NC(=O)NCc2cc(C)n(C)n2)c1	-1	0.0	10	0.1
CCCOc1ccc(C(=O)NC(=S)Nc2ccc(NC(C)=O)cc2)cc1	-8	0.4	-4	0.0
O=C(NNC1=Nc2ccccc2SC1)c1ccc(F)cc1	12	0.8	-7	-0.3
CC(=O)c1cccc(NC(=O)N2CCC(CN3CCCCC3)CC2)c1	-1	1.0	-5	0.2
COc1cccc(C(O)c2nc3ccccc3n2C(C)C)c1 (centres undefined)	-1	0.5	8	-0.1
CCC(C)N=Cc1c(O)n(-c2ccc(Br)cc2)c(=O)[nH]c1=O (centres undefined)	1	0.0	16	0.2
CCOC(=O)c1cccc(-n2c(C)cc(/C=C3/C(=O)N(c4ccccc4)N=C3C)c2C)c1	7	-1.8	-2	0.4
C#CCN1C(=O)C(O)(CC(=O)c2ccc(I)cc2)c2ccccc21 (centres undefined)	0	-0.3	-12	0.0
CCCCOc1ccccc1/C=C1\C(=O)N(c2ccccc2)N=C1C	-2	2.5	24	-0.9
O=C(Nc1ccc(Cl)cc1Cl)c1cnn2c1NC(c1ccco1)CC2C(F)(F)F (centres undefined)	-17	-0.4	-2	-0.1
O=C(COc1ccc(Br)cc1Br)Nc1ccc(S(=O)(=O)Nc2ncccn2)cc1	-7	-1.2	-3	-0.1
O=C(CSc1nnnn1-c1cccc2ccccc12)NC(c1ccccc1)c1ccccc1	5	-0.3	3	-0.1
COC(=O)c1ccc(C(=O)OC)c(NC(=O)c2c(OC)cccc2OC)c1	-2	0.5	-13	-0.1
CCOC(=O)c1ccccc1N1C(=S)NC(C)(C)C=C1C	3	-0.2	12	0.0
O=C(Oc1ccc(Cl)cc1)c1cccs1	0	0.6	-9	-0.1
O=C1CCCCC1OC(=O)C12CC3CC(CC(C3)C1)C2 (centres undefined)	5	0.4	10	0.0
O=[N+]([O-])c1ccccc1S(=O)(=O)c1ccccc1	9	-0.7	5	0.0
c1ccc(OCCOCCN2CCNCC2)cc1	3	0.6	36	0.0
Cc1cc(C)n2c(SCC(=O)NCc3cccnc3)nnc2n1	-5	0.1	0	-0.1
Cc1nnc(Sc2nc3c(c(=O)n(C)c(=O)n3C)n2Cc2ccc(Cl)cc2)s1	-1	-0.4	-12	0.0
COC(=O)C1CCCCN1C(=O)CN1Cc2ccccc2OC(c2ccccc2OC)C1 (centres undefined)	-3	-0.4	13	-0.2
CCOC(=O)c1sc2nc(NC(=O)C3CC3)sc2c1C	-5	0.5	7	0.3
COc1ccc(C2(O)CN(c3ccc(C)cc3)C3=[N+]2CCCC3)cc1 (centres undefined)	5	-0.5	0	0.0
Cc1ccc(NC2SC(=O)N(CC(C)C)C2=O)cc1 (centres undefined)	-27	-0.9	-3	0.0
Cc1cc(NC(=O)c2ccc(I)cc2)no1	-12	0.3	-4	-0.1
CCC(C(=O)NC1CCCCC1C)n1c2ccccc2c2nc(=O)cc(C)n21 (centres undefined)	0	-1.2	6	-0.3

A section from the list above, as a working copy:
SMILES	TEAD-YAP inh	GPR151 ag	MITF inh	FBW7 act
CCOC(=O)c1cccc(-n2c(C)cc(/C=C3/C(=O)N(c4ccccc4)N=C3C)c2C)c1	7	-1.8	-2	0.4
C#CCN1C(=O)C(O)(CC(=O)c2ccc(I)cc2)c2ccccc21 (centres undefined)	0	-0.3	-12	0.0
CCCCOc1ccccc1/C=C1\C(=O)N(c2ccccc2)N=C1C	-2	2.5	24	-0.9
O=C(Nc1ccc(Cl)cc1Cl)c1cnn2c1NC(c1ccco1)CC2C(F)(F)F (centres undefined)	-17	-0.4	-2	-0.1
O=C(COc1ccc(Br)cc1Br)Nc1ccc(S(=O)(=O)Nc2ncccn2)cc1	-7	-1.2	-3	-0.1
O=C(CSc1nnnn1-c1cccc2ccccc12)NC(c1ccccc1)c1ccccc1	5	-0.3	3	-0.1
COC(=O)c1ccc(C(=O)OC)c(NC(=O)c2c(OC)cccc2OC)c1	-2	0.5	-13	-0.1
CCOC(=O)c1ccccc1N1C(=S)NC(C)(C)C=C1C	3	-0.2	12	0.0
O=C(Oc1ccc(Cl)cc1)c1cccs1	0	0.6	-9	-0.1
O=C1CCCCC1OC(=O)C12CC3CC(CC(C3)C1)C2 (centres undefined)	5	0.4	10	0.0
O=[N+]([O-])c1ccccc1S(=O)(=O)c1ccccc1	9	-0.7	5	0.0
c1ccc(OCCOCCN2CCNCC2)cc1	3	0.6	36	0.0
Cc1cc(C)n2c(SCC(=O)NCc3cccnc3)nnc2n1	-5	0.1	0	-0.1
Cc1nnc(Sc2nc3c(c(=O)n(C)c(=O)n3C)n2Cc2ccc(Cl)cc2)s1	-1	-0.4	-12	0.0
COC(=O)C1CCCCN1C(=O)CN1Cc2ccccc2OC(c2ccccc2OC)C1 (centres undefined)	-3	-0.4	13	-0.2
CCOC(=O)c1sc2nc(NC(=O)C3CC3)sc2c1C	-5	0.5	7	0.3
COc1ccc(C2(O)CN(c3ccc(C)cc3)C3=[N+]2CCCC3)cc1 (centres undefined)	5	-0.5	0	0.0

Remaining list, next part.
SMILES	TEAD-YAP inh	GPR151 ag	MITF inh	FBW7 act
COc1ccccc1NC(=O)c1c(NCc2cccc(OC)c2OC)sc2c1CCCCC2	0	0.7	-1	-0.2
Fc1ccccc1Nc1nc2ccccc2n2cnnc12	1	-1.5	17	0.4
CCCn1ncc(C)c1NC(=O)Cn1nc2c3c(C)c(C)sc3nc(C)n2c1=O	2	-0.2	7	-0.1
COC(=O)C1=C(C)N(Cc2ccccc2)C2=C3C(=O)N(c4ccccc4)C(=O)[C@@H]3[C@@](O)(C(=O)OC)C(=O)N2[C@@H]1c1ccccc1	/	2.5	6	0.0
CCC(=O)N(Cc1cc2cc(OC)ccc2[nH]c1=O)C1CCCC1	9	-0.1	1	0.0
Cc1ccn2cc(-c3ccc(S(=O)(=O)N(C)C)cc3)nc2c1	48*	-2.0	-4	0.1
CC(C)c1nc(SCC(=O)c2ccccc2)c2c(=O)n(C)c(=O)n(C)c2n1	8	-1.1	8	-0.1
O=C(CC1C(=O)NCCN1Cc1cccnc1)NCCC1=CCCCC1 (centres undefined)	-5	0.8	7	0.1
O=C(NCc1c(F)cc(F)cc1F)C1C2C=CC3(CN(Cc4cccs4)C(=O)C13)O2 (centres undefined)	12	0.2	7	0.1
CCCc1cc(=O)[nH]c(Nc2cc(OC)ccc2OC)n1	1	0.2	-1	-0.2
Cc1ccnc2c(NCN3C(=O)C4C5C=CC(C5)C4C3=O)cccc12 (centres undefined)	-3	1.6	-1	0.0
CCN1C(=O)C2C(c3ccc(C)cc3)NC(CO)(C(=O)OC)C2C1=O (centres undefined)	10	-0.3	11	-0.1
Cc1nnc(SCC2CCCO2)n1Cc1ccccc1 (centres undefined)	3	1.5	-15	0.0
CCNC(=O)C1CC(=O)N(c2ccc(OC)cc2)C1 (centres undefined)	5	0.9	-2	0.1
CCOC(=O)c1[nH]ncc1CN1CCN(Cc2ccc(OC)cc2F)C(CCO)C1 (centres undefined)	2	-2.2	8	0.3
CCNS(=O)(=O)c1ccc(OCCNS(C)(=O)=O)cc1	-3	-0.3	15	0.1
C=C(/C=C(\NC(=O)c1ccccc1)C(=O)N1CCCC1CO)O/C=C\C (centres undefined)	-1	1.1	0	-0.4
COCCNC(=O)c1ccc(Cn2c(SCC(=O)Nc3cc(OC)ccc3OC)nc3ccc(Br)cc3c2=O)cc1	10	0.2	5	0.0
COc1cccc(NC(=O)c2cn(-c3ccc(Cl)cc3)c(=O)c3ccccc23)c1	8	-0.8	8	0.0
COCc1c(C(=O)N/N=C(/C)c2ccccc2)nnn1-c1nonc1N	-8	0.5	5	-0.1
CCc1ccc(CN2CCN(C3CCCCC3)C(CCO)C2)o1 (centres undefined)	2	3.9	-1	0.0
O=S(=O)(c1ccccc1)c1nc(Nc2cccc(O)c2)sc1Cl	8	-1.3	2	0.0
COc1ccccc1NC(=O)CCCn1sc2ccccc2c1=O	-8	0.2	1	-0.2
CCCCc1ccc(NS(=O)(=O)c2ccc(OCC(=O)OC)cc2)cc1	-8	5.2*	-9	0.2
CCOc1ccc(C(=O)CC2OC(=O)c3ccccc32)cc1 (centres undefined)	-14	0.5	-5	0.0
N#Cc1c(N(CCO)CCO)nc(N)c2c(N)nc3c(c12)CC(=O)N3Cc1cccs1	-3	-1.7	19	-0.3
CCOC(=O)C1CCN(C(=O)c2sc3ncn(Cc4ccccc4Cl)c(=O)c3c2C)CC1	8	2.8	13	-0.1
OCc1ccccc1-c1cncc(-c2cccc(C(F)(F)F)c2)n1	-4	-0.5	8	0.0
COc1ccc(NC(=O)CSc2nc(=O)n(CCN(C)C)c3c2CCC3)cc1OC	4	-0.4	0	0.0
O=C(CCC(=O)OCC(=O)c1ccc(F)cc1)NC1CCCCC1	4	-1.0	-5	0.0
Cc1c(Cl)cccc1NC(=O)N1CCC(CN2CCCCC2)CC1	-7	-2.6	-2	-0.1
COc1cc(/C=N/NC(=O)c2cccc(NC(=O)c3ccccc3Cl)c2)ccc1O	4	2.7	7	0.0
NC(=O)c1ccc(NC(=O)COC(=O)CCCc2c[nH]c3ccccc23)cc1	-1	0.0	-4	0.0
O=C(NCC1CCCO1)C1CC(=O)N(CCc2ccccc2)C1 (centres undefined)	-13	-0.2	3	-0.1
CN(C(=O)CSc1nc(N)nn1-c1ccccc1)c1ccccc1	3	1.0	-2	-0.2
Cc1cc(NCCN(C)C)c2ccccc2n1	-8	-0.7	-6	0.0
C/C(CC(=O)NCc1ccco1)=N\NC(=O)c1ccccc1	-47	-0.9	10	0.2
O=C(NCc1cccnc1)C1CCN(c2ccc(N3CCCC3CO)nn2)CC1 (centres undefined)	0	-3.0	-5	0.0
COc1ccccc1-c1nnc(SCC(=O)Nc2nc3ccccc3s2)o1	-5	3.3	18	0.0
COc1ccc(S(=O)(=O)Nc2cc([N+](=O)[O-])ccc2C)cc1C	0	-0.5	-3	0.3
COc1ccc(OC)c(NC(=O)c2ccc(NC(C)=O)cc2)c1	-10	0.0	4	0.0
COc1ccc(C(=O)NC(NC(=O)c2ccc(OC)cc2)c2ccc3c(c2)OCO3)cc1	-5	-1.6	-5	0.1
O=C(Nc1ccc(Cl)cc1)c1cccc(OCc2cccc(Cl)c2)c1	-6	-4.4	5	0.0
CN(Cc1ccccc1)C(=O)CN(C)S(=O)(=O)c1ccc2c(c1)n(C)c(=O)c(=O)n2C	-5	-0.5	4	0.1
O=C(O)CCCCC(=O)Nc1ccc(Br)cn1	0	-0.8	5	0.0

Sorted by length of the SMILES (largest number first): part of the list above
SMILES	TEAD-YAP inh	GPR151 ag	MITF inh	FBW7 act
O=C(NCc1cccnc1)C1CCN(c2ccc(N3CCCC3CO)nn2)CC1 (centres undefined)	0	-3.0	-5	0.0
COc1ccccc1-c1nnc(SCC(=O)Nc2nc3ccccc3s2)o1	-5	3.3	18	0.0
C/C(CC(=O)NCc1ccco1)=N\NC(=O)c1ccccc1	-47	-0.9	10	0.2

Carrying on.
SMILES	TEAD-YAP inh	GPR151 ag	MITF inh	FBW7 act
CCCCOc1ccc(C(=O)NCC(=O)NN)cc1	-6	-1.2	14	0.9
CS(=O)(=O)Cc1cccc(-c2ccnc(Nc3ccc(-n4ccnn4)cc3)n2)c1	41*	-0.2	-9	0.0
Cc1ccc2nc(CNC(=O)CC3C(=O)NCCN3Cc3ccc(F)cc3Cl)cn2c1 (centres undefined)	2	-0.3	-5	0.1
COc1cccc(CNCCC2CCC(=O)N2Cc2cnn(-c3ccccc3)n2)c1 (centres undefined)	-12	-1.1	10	0.0
Cn1c(=O)cc(OCC(=O)NCc2cccnc2)c2ccccc21	8	-0.2	17	0.0
CCCc1cc(=O)[nH]c2nnc(SCC(=O)NCC(=O)OCC)n12	-6	-1.4	5	0.3
O=C1CC(c2ccccc2)Sc2nc(-c3ccc([N+](=O)[O-])cc3)nn21 (centres undefined)	-8	-0.9	0	-0.1
O=C(Nc1sc2c(c1C(=O)Nc1ccc(Cl)cc1)CCCCC2)c1cccs1	2	0.0	-1	-0.1
CCOC(=O)CSC1=C(C#N)C(c2ccc(CC)cc2)CC(=O)N1 (centres undefined)	5	-1.0	-3	-0.1
COC(C(=O)N1CCC(c2nc(C)ncc2Cc2ccccc2)CC1)c1ccccc1 (centres undefined)	-22	1.8	-1	0.1
Cc1cc(O)c(C(c2ccc(F)cc2)N2CCCCC2)c(=O)n1Cc1ccco1 (centres undefined)	15	-1.7	-5	-0.2
Cc1cnc(NCCCN2CCCC2=O)nc1Nc1ccc(Oc2ccccc2)cc1	-10	4.4	18	-0.2
NC(=O)c1ccc(-c2nc(Nc3ccc(N4CCOCC4)cc3)c3ncn(-c4ccsc4)c3n2)cc1	11	-1.5	9	0.1
COc1ccc(N2C(=O)CC(Sc3ccccc3C(=O)O)C2=O)cc1 (centres undefined)	12	0.9	6	-0.1
CC(C)C(=O)NCC1CCC2(CCN(Cc3cccc(Cl)c3)CC2)O1 (centres undefined)	2	1.6	1	-0.2
CC1CCCCC1NC(=O)CN1CCc2nc(N3CCCC3)[nH]c(=O)c2C1 (centres undefined)	8	-0.7	3	1.3
